Bioassay records: PubChem, National Center for Advancing Translational Sciences (NCATS)
IkB sig inh: suppresses IkB signaling in ABC-DLBCL reporter cells; ABC-DLBCL IkBa-CBG/CBR dual luciferase ratio, 4 h; response scale: scaled: untreated 0%, proteasome inhibitor 100%; Potency, µM (highest dose often 57.1 µM), for the others: at the top dose IkBa stabilization activation; 0.04% of 110,000 active; AID 445; active = well fitted curve in the direction sought with a large enough effect in the signal ratio, not every such curve was filed as active; inconclusive = small, poorly fitted or top-dose-only effect, or a change in a side signal; the % refers to the signal ratio;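 note: the direction sought is a rising ratio; 0% = basal untreated cells and 100% = reference inhibitor full response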
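Luminescence ratio of IκBα-fused green versus native red beetle luciferase in OCI-Ly3 cells, 4 h post-doxycycline with compound; red signal alone, scaled from basal (0%) to zero light (-100%), flagged nonspecific or cytotoxic effects.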
Peg3 imprint: induces erasure of genomic imprints in mouse ES cells; mouse ES Peg3-LacZ reporter, beta-gal luminescence, 40 h; 0.02% of 110,000 active; Potency, µM (titrated, usually from 60.7 µM), for the others: at the top dose activity change, positive = activation, hits mostly activators; AID 1948;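 note: 0% = negative control wells on the plate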
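Each well holds 300 Peg3LacZ-Neo (maternal) female ES cells incubated 40 h at 37C, 5% CO2. LacZ is measured by BetaGlo luminescence, with AC50 and maximum efficacy derived from dose-response curves.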
p53ts 39C tox: p53ts cell cytotoxicity, nonpermissive temperature. Potency, µM (top dose mostly 46.1 µM), inactives show top-dose activity change, negative = cell killing, usual class: cytotoxic. 1.5% of 130,000 active. H1299-p53A138V viability at 39C, ATP luminescence, 24 h; note: nearly all actives have a fitted effect of over 55% in size
p53ts 32C tox: p53ts cell cytotoxicity, permissive temperature; H1299-p53A138V at 32C, ATP luminescence viability, 24 h; Potency, µM (top dose mostly 46.1 µM), for the others: at the highest dose activity change, negative = cytotoxicity, actives largely listed as cytotoxic; 0.93% of 130,000 active;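 note: 0% = DMSO and -100% = full killing by reference compound; nearly all actives have a fitted effect of over 55% in size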
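Cells: H1299 p53ts (A138V), 600/well, pre-incubated 16–30 h at 37C. Cpd up to 46 uM, 24 h, 32C. Readout: ATPlite luminescence, 20 min RT. Normalization: DMSO vs tamoxifen 100 uM. AC50 by Hill equation.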
* = called active by the depositor; ? = inconclusive; · = not tested or not shown; & = joins results of further samples; [ ] = dose if it differs, or a comment. Unless noted, calls come from the whole dose curve; as a rule, active = well fitted curve in the direction sought with a large enough effect; inconclusive = small, poorly fitted or top-dose-only effect, or another doubt; inactive = no such curve, though single readings can be large; an effect the other way counts as inactive or inconclusive. Unless noted, % is set by controls: 0 for no effect and ±100 for the full control effect; potency is the fitted concentration of half-maximal effect. Not a hit list; any-hit rate near 1.7%.

nr	structure	IkB sig inh	Peg3 imprint	p53ts 39C tox	p53ts 32C tox
1	Cc1ccc2cc3cc(C(=O)N4CCN(c5ccc(Cl)cc5)CC4)oc3nc2c1	-0.4%	-12%[10.9 µM]	5%	7%
2	Cc1cccn2c(=O)c3cc(C(=O)N4CCN(c5ccccc5)CC4)n(C)c3nc12	-1.0%	-4%	17%	-7%
3	Cc1c(Cl)cccc1NC(=O)Cn1nc(C(F)(F)F)c2c1CCC2	?	-15%[10.9 µM]	-16%	-2%
4	COc1ccc(C(=O)NC(c2ccc(Cl)cc2)c2cc(Cl)c3cccnc3c2O)cc1 (stereo unspecified)	?	-6%[10.9 µM]	?	?
5	CCn1c(=O)cc(SCC(=O)NCc2ccc(Cl)cc2)c2ccccc21	-0.9%	-8%[10.9 µM]	-20%	10%
6	CCn1c(CSc2nnc3ccccn23)nc2cc(C(=O)O)ccc21	0.1%	-8%	8%	1%
7	COc1ccc(NC(=O)Cn2c(=O)n(Cc3ccc(C(=O)NCc4ccccc4Cl)cc3)c(=O)c3ccccc32)cc1	4.6%	5%[10.9 µM]	0%	7%
8	Cc1cc(C(=O)CSCc2nnc3n(CCC(C)C)c(=O)c4ccccc4n23)c(C)n1C	-0.1%	-4%	-9%	4%
9	Cc1nc2n(n1)C(c1ccccc1)C1=C(CC(c3ccco3)CC1=O)N2 (stereo unspecified)	3.9%	-9%	10%	15%
10	Cc1ccc(C2c3[nH]c4ccccc4c3CCN2C(=O)c2cccc(C)c2)cc1 (stereo unspecified)	0.1%	-6%[10.9 µM]	-6%	32%[activator]

Exported with one line to a screen: part of the list above
2. Cc1cccn2c(=O)c3cc(C(=O)N4CCN(c5ccccc5)CC4)n(C)c3nc12
3. Cc1c(Cl)cccc1NC(=O)Cn1nc(C(F)(F)F)c2c1CCC2

compound no.	2	3
IkB sig inh	-1.0%	?
Peg3 imprint	-4%	-15%[10.9 µM]
p53ts 39C tox	17%	-16%
p53ts 32C tox	-7%	-2%

Later entries.
nr	structure	IkB sig inh	Peg3 imprint	p53ts 39C tox	p53ts 32C tox
11	CCCS(=O)(=O)n1nc(-c2ccc(Br)cc2)cc1N	-0.1%	-18%	3%	-2%
12	Cc1ccc(SCCNS(=O)(=O)c2ccc(F)cc2)cc1	-0.1%	-6%	11%	6%
13	Cc1ccc(C)c(Oc2nnnn2-c2ccccc2)c1	-1.6%	-12%	-17%	-2%
14	Cc1c(-c2cccc(NC(=O)C(C)(C)C)c2)nc2ncccn12	-1.1%	-6%[10.9 µM]	-23%	11%
15	C=CCOC(=O)/C=C/NC(=O)/C=C/C=C/CCCCCCCC(C)O (stereo unspecified)	·	·	-6%&-5%[9.22 µM]	7%&15%[9.22 µM]
16	CNc1ncnc2ccc(-c3ccccc3OC)cc12	-0.2%[11.4 µM]	-20%	-7%	8%
17	CN(C)c1nc(Oc2ccc(=O)n(-c3ccccc3)n2)nc(N2CCOCC2)n1	-1.7%	-3%	27%	-5%
18	CC(C)(C)C1CCc2c(sc3nc(-c4cc5ccccc5oc4=O)[nH]c(=O)c23)C1 (stereo unspecified)	-1.4%	-13%[10.9 µM]	?	-6%
19	CCOc1cc(C#N)c(NC(=O)Cn2nnc(-c3ccc(C)cc3)n2)cc1OCC	12%	-8%[10.9 µM]	?	-13%
20	COc1ccc(C)cc1NC(=O)c1cnc2sccn2c1=O	4.5%	?	5%	3%
21	NS(=O)(=O)c1ccc(NCc2nc3ccccc3[nH]2)cc1	-0.9%[11.4 µM]	-5%[10.9 µM]	3%[9.22 µM]	3%[9.22 µM]
22	O=C(CSc1nc(=O)n(Cc2cccnc2)c2c1CCC2)Nc1ccc(F)cc1F	-0.9%	20%[10.9 µM]	-17%	11%
23	Cn1cnc2c(=O)oc3ccc(S(=O)(=O)N4CCN(c5ccccc5)CC4)cc3c21	0.4%	9%[10.9 µM]	0%	14%
24	CC(C)(C)C1CCc2c(sc(NC(=O)c3cccc(Cl)c3)c2C(=O)NCc2ccco2)C1 (stereo unspecified)	4.8%	18%[10.9 µM]	-6%	8%
25	COc1cccc(-n2nnc3c(=O)n(CC(=O)N4CCC(C)CC4)cnc32)c1	-0.8%	-3%	7%	-4%
26	Cn1nc(-c2ccc(Cl)cc2)c2cc(C(=O)N3CCOCC3)sc21	-1.7%	0%	-10%	14%
27	CCCCN(CCCC)CCNC(=O)Cn1nc(CC)n2c(cc3sc(C)cc32)c1=O	0.5%	-17%[10.9 µM]	-5%	10%
28	O=C1CSC(=S)N1CC1CCCO1 (stereo unspecified)	0.1%	-10%	-4%	13%
29	CCCCN(C)CCn1c(=S)[nH]c2ccc(N3CCOCC3)cc2c1=O	0.3%	0%	5%	-6%
30	COc1ccc(N=c2scc(-c3ccc(OC)cc3)n2CCO)cc1	·	·	-25%	-4%
31	O=C(Nc1ccc(S(=O)(=O)NCCc2ccccc2)cc1)c1ccco1	-0.4%	-14%	-5%	15%
32	Cc1ccc(S(=O)(=O)N2CCCCC2C(=O)N2CCN(Cc3ccccc3)CC2)cc1 (stereo unspecified)	-0.8%	-16%	-3%	1%
33	O=C(CN(c1ccc(Cl)c(C(F)(F)F)c1)S(=O)(=O)c1ccccc1)N1CCOCC1	1.1%	-7%	-6%	-1%
34	CCc1nnc(NC(=O)CSc2nnc(-c3cccnc3)n2CCc2ccccc2)s1	0.3%	-7%	3%	-4%
35	Cc1ccc(NC(=O)c2cc3cc(C)ccc3n2C)cc1	0.5%	11%[10.9 µM]	8%	-5%
36	COc1ccc(-n2nc(C(=O)Nc3ccccn3)c3c4ccccc4n(C)c3c2=O)cc1	-1.0%	15%[10.9 µM]	-12%	7%
37	O=C(O)c1cccc(-c2nnn(Cc3ccccc3)n2)c1	·	·	-3%	-12%
38	Cn1c(=O)[nH]c(=O)c2c1nc(NC1CCCCC1)n2Cc1ccccc1	-1.0%	-3%	4%	-2%
39	O=C(CCCn1ncn2c(cc3occc32)c1=O)NCc1ccccc1F	?	7%[10.9 µM]	-5%	-3%
40	Cc1ccc(NC(=O)C2CCN(C(=O)NC3CCCCC3)CC2)c(C)c1	·	·	-24%	9%
41	CCn1c(CNc2ccc(F)cc2)nnc1SCC(=O)N1CCCc2ccccc21	1.7%	-2%	10%	3%
42	Cc1cc(C)cc(-n2nnc(C(=O)NCc3ccccc3)c2N)c1	-1.4%	-28%	-7%	-4%
43	CCC(=O)c1cc(F)c(N2CCN(C(=O)c3ccco3)CC2)cc1C	-0.5%	-20%	0%	-16%
44	CCOC(=O)c1ccoc1CSCC(=O)N1CCN(S(=O)(=O)c2ccc(C)cc2)CC1	0.2%	-13%	12%	9%
45	Cc1cccc(NC(=O)CSc2nc3c([nH]c4ccccc43)c(=O)n2-c2ccc(F)cc2)c1C	?	-13%[10.9 µM]	-17%	-6%
46	COc1ccc(C(=O)NCc2nnc(SCC(=O)N3CCc4ccccc43)o2)cc1OC	-1.4%	-3%	-3%	6%
47	c1cc2c3c(c1)c1c(n3CCNC2)CCCC1	?	-3%	?	-17%
48	CC(=O)NC(=S)c1c(N)n(Cc2ccccc2)c(=O)n(C)c1=O	-1.3%	-32%[inhibitor]	0%	0%
49	Cn1c(=O)[nH]c(=O)c2c1nc(Br)n2CC(O)COCc1ccccc1 (stereo unspecified)	1.9%	-5%	-10%	-1%
50	CCC(=O)Oc1ccc(C2N(C(=O)CC)CCN2S(=O)(=O)c2ccc(C)cc2)cc1OC (stereo unspecified)	-1.9%	-9%	-4%	5%

Filtered by structure, the compounds so far containing an NH in an aromatic ring.
nr	structure	IkB sig inh	Peg3 imprint	p53ts 39C tox	p53ts 32C tox
10	Cc1ccc(C2c3[nH]c4ccccc4c3CCN2C(=O)c2cccc(C)c2)cc1 (stereo unspecified)	0.1%	-6%[10.9 µM]	-6%	32%[activator]
18	CC(C)(C)C1CCc2c(sc3nc(-c4cc5ccccc5oc4=O)[nH]c(=O)c23)C1 (stereo unspecified)	-1.4%	-13%[10.9 µM]	?	-6%
21	NS(=O)(=O)c1ccc(NCc2nc3ccccc3[nH]2)cc1	-0.9%[11.4 µM]	-5%[10.9 µM]	3%[9.22 µM]	3%[9.22 µM]
29	CCCCN(C)CCn1c(=S)[nH]c2ccc(N3CCOCC3)cc2c1=O	0.3%	0%	5%	-6%
38	Cn1c(=O)[nH]c(=O)c2c1nc(NC1CCCCC1)n2Cc1ccccc1	-1.0%	-3%	4%	-2%
45	Cc1cccc(NC(=O)CSc2nc3c([nH]c4ccccc43)c(=O)n2-c2ccc(F)cc2)c1C	?	-13%[10.9 µM]	-17%	-6%
49	Cn1c(=O)[nH]c(=O)c2c1nc(Br)n2CC(O)COCc1ccccc1 (stereo unspecified)	1.9%	-5%	-10%	-1%

Next section
nr	structure	IkB sig inh	Peg3 imprint	p53ts 39C tox	p53ts 32C tox
51	CC1CCN(C(=O)CSc2ccc3nnc(-c4ccccc4)n3n2)CC1	0.8%	-7%	5%	17%
52	COc1ccccc1NC(=O)CSc1nnc(-c2ccc(C)cc2)o1	?	-90%[inhibitor]	6.3µM*	7.9µM*
53	O=S1(=O)N=C(Nc2cccc(C(F)(F)F)c2)c2ccccc21	-1.6%	-10%[10.9 µM]	-1%	2%
54	Cc1cc(C)n(-c2nc3c(c(=O)n(C)c(=O)n3C)n2C)n1	1.8%	-7%	-4%	1%
55	CN(C)C[C@H]1CCC2=C(C1=O)C(c1ccc(Cl)c(Cl)c1)C1=C(CC[C@H](CN(C)C)C1=O)O2	4.0%[11.4 µM]	29%[10.9 µM]	10%[9.22 µM]	-2%[9.22 µM]
56	CC(C)c1ccc(NS(=O)(=O)c2ccc3[nH]cc(C(=O)NCCc4ccccc4)c(=O)c3c2)cc1	1.0%	-11%[10.9 µM]	-7%	15%
57	Cc1ccc2c(c1)c1c(c(=O)n(-c3ccccc3C)c(=O)n1CC(=O)NCC1CCCO1)n2C (stereo unspecified)	?	-6%[10.9 µM]	8%	10%
58	Cc1oc(-c2ccccc2F)nc1CS(=O)(=O)CC(=O)N1CCc2ccccc21	-2.2%	-16%	-15%	20%
59	CN(C)c1ccc(C(CNC(=O)c2ccccc2)N2CCc3ccccc32)cc1 (stereo unspecified)	?	-10%[10.9 µM]	?	2%
60	Cc1ccc(NC(=O)C2CCN(c3nc4ccccc4nc3C(F)(F)F)CC2)cc1C	-1.6%	15%[10.9 µM]	-5%	9%
61	COc1ccc(CNC(=O)CCc2c(C)c3cc4c(C)c(C)oc4cc3oc2=O)cc1	3.0%	-15%[10.9 µM]	-18%	6%
62	Oc1c(I)cc(Cl)c2cccnc12	?	-31%[inhibitor]	7.9µM*	?
63	Cc1c(-c2nn(C)c(=O)c3ccccc23)oc2ccc(F)cc2c1=O	1.3%	-2%	6%	-17%
64	CCN1CCN(Cc2nc3c(c(=O)n(C)c(=O)n3C)n2Cc2ccc(Cl)cc2Cl)CC1	?	-30%[inhibitor]	?	17%
65	Cc1cccc(-n2c(=O)c3c(c4cc(C)ccc4n3C)n(Cc3ccccc3F)c2=O)c1	-1.9%	-9%[10.9 µM]	-6%	2%
66	Cc1cc(C)cc(N2C(=O)C3CC=CCC3C2=O)c1 (stereo unspecified)	-5.3%	-6%	3%	9%
67	COc1ccc(-c2nn3c(=O)cc(CN4CCN(C(=O)Nc5cc(C)ccc5C)CC4)nc3s2)cc1	-1.0%	-4%[10.9 µM]	-18%	-8%
68	CCOc1ccccc1NC(=O)CCc1nc(-c2cccc(C)c2)no1	?	-8%[10.9 µM]	-10%	-7%
69	Cc1cccc(NC(=O)Cn2c(=O)ccc3cc(S(=O)(=O)N4CCCC4)ccc32)c1C	0.6%	-4%[10.9 µM]	-28%	-3%
70	O=C(CCn1c(=O)[nH]c2ccsc2c1=O)N1CC(=O)N(CCc2ccccc2)C(=O)C1	-0.3%	-3%	-3%	2%
71	COCCn1c(C)cc(O)c(C(c2ccccc2)N2CCN(c3ccccc3)CC2)c1=O (stereo unspecified)	-1.2%	-4%[10.9 µM]	-5%	0%
72	O=P(O)(c1ccc(Cl)cc1)c1ccc(Cl)cc1	-0.1%	-7%	21%	-7%
73	COc1ccccc1C(=O)Nc1nnc(SCc2cc(=O)c3cc(Cl)ccc3[nH]2)s1	?	-5%[10.9 µM]	-14%	-2%
74	Cc1ccc(Cn2c(NCCCn3ccnc3)nc3c2c(=O)n(C)c(=O)n3C)cc1	0.1%	-10%	-12%	-11%
75	O=C(Nc1ccc2c(c1)oc1ccccc12)c1ccc(Br)o1	?	-44%[inhibitor]	-21%	?
